Screens deposited in PubChem by The Scripps Research Institute Molecular Screening Center.
MITF inh = human MITF inhibition, primary screen; inhibition, % at 2.6 µM; AID 1259374; AlphaScreen MITF homodimerization, bead proximity signal; O75030; 650,000 tested, 0.91% active; in the data active = inhibition above about 50%;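 also: 0% = vehicle wells with protein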
Target sequence (O75030 whole entry, looked up): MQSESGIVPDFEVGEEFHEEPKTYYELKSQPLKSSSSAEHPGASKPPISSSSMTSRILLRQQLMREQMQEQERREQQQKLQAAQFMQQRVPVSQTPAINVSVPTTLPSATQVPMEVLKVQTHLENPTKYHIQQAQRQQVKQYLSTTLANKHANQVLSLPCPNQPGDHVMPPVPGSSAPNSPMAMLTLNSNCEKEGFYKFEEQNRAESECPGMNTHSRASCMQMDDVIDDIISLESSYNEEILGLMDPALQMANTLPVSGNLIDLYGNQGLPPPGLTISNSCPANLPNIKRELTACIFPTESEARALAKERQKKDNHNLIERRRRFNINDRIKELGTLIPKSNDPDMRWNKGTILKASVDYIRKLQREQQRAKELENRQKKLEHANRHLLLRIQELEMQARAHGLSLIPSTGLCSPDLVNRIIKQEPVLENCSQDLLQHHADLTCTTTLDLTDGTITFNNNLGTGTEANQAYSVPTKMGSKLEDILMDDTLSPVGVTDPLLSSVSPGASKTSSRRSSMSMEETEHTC
FBW7 act = human FBW7 E3 ligase activation, primary screen; Q969H0; AlphaScreen FBW7–phospho-cyclin E peptide binding, activator screen; normalized activity (activation), % at 26.1 µM; 650,000 tested, 0.13% active; AID 1259310; in the data active = normalized activity above about 1.9%;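 also: purified mutant Fbw7 with reduced substrate affinity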
TEAD-YAP block = TEAD-YAP interaction inhibition. HEK-TIYL cells, TEAD-Gal4/YAP UAS-luciferase luminescence. inhibition, % at 9.12 µM. 640,000 tested, 1.4% active. AID 1259422; in the data active = inhibition above about 32%;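 also: 0% = median of test compound wells and 100% = reference inhibitor wells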
GPR151 activ = human GPR151 activation; Q8TDV0; PathHunter beta-arrestin GPR151 cells, luminescence; activation, % at 11.2 µM; 650,000 tested, 1% active; in the data active = activation above about 4.9%;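 also: 0% = median of compound wells and 100% = cells with positive control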
Target sequence (Q8TDV0 whole entry, looked up): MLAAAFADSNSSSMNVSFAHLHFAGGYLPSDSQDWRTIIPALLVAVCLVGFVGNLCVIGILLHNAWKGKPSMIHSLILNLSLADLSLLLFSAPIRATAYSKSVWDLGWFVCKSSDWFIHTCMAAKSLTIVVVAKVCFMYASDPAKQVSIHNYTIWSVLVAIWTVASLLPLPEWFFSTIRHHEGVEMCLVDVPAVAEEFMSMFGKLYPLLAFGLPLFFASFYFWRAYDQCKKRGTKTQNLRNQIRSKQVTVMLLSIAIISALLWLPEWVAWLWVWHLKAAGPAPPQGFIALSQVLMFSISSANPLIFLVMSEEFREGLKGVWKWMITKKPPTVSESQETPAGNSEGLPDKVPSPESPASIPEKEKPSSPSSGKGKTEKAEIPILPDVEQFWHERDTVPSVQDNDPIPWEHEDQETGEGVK
Active calls of the source: *; . = not tested or not shown.

SMILES | MITF inh | FBW7 act | TEAD-YAP block | GPR151 activ
CC(=O)c1ccc(OCC(=O)NC2CCS(=O)(=O)C2)cc1 (stereo unspecified) | 14.2 | 0.1 | 3.9 | 1.2
Nc1ncc(Br)cc1S(=O)(=O)NCCC(=O)Nc1cccc(F)c1 | 11.6 | 0.1 | -4.5 | -0.1
CCOC(=O)COC(=O)c1cc(Cl)cc(Cl)c1O | 11.5 | -0.1 | -2.0 | 1.1
COC(=O)c1c(C)oc2ccc(N(C(=O)c3ccc(C)cc3)S(=O)(=O)c3ccccc3)cc12 | 0.3 | -0.1 | 4.1 | 2.6
CC(C)(C)c1ccc(-c2nnc(SCC(=O)O)n2N)cc1 | -4.2 | -0.2 | 2.8 | -1.0
CCOC(=O)C(CC#CCN1CCCC1)C(=O)OCC | 12.3 | -0.1 | 0.8 | 0.6
CC(C)CCNc1c2c(nc3ncnn13)CC(C)CC2 (stereo unspecified) | -9.9 | -0.2 | -4.3 | -1.2
CC(C)Oc1ccc(C(CC(=O)O)NC(=O)CSc2ncn[nH]2)cc1 (stereo unspecified) | 7.4 | 0.1 | -1.4 | -0.6
COc1ccccc1CN=Cc1c(O)[nH]c2ccccc12 | 3.1 | 0.0 | -7.7 | -0.6
COc1cccc2cc(-c3nc(-c4ccc(C)c(C)c4)cs3)c(=O)oc12 | 3.6 | 0.0 | 3.6 | 1.2
C=CCSc1nc2sc(C(=O)O)c(C)c2c(=O)[nH]1 | -3.2 | -0.1 | -3.9 | -0.4
CNC(=O)CC1C(=O)N(C)C(=S)N1NC(=O)c1ccccc1 (stereo unspecified) | -8.4 | 0.0 | -16.1 | -1.4
CCOC(=O)c1c(C)n(C)c2ccc(O)c(CN3CCCCC3)c12 | 4.4 | 0.1 | 12.2 | 0.3
COc1ccc(/C=C(\NC(=O)c2ccccc2)C(=O)N2CCc3ccccc32)cc1OC | 0.0 | 0.1 | 0.1 | -0.9
O=C(CCc1ccccc1)Nc1ccc(NS(=O)(=O)c2ccccc2)cc1 | 9.5 | 0.7 | 6.0 | -0.2
O=C1CCCN1c1ccc(CNC2CC(=O)N(c3ccc(Cl)cc3)C2=O)cc1 (stereo unspecified) | -7.2 | -0.1 | 7.7 | -0.8
COc1ccc(-n2nc3ccc(NC(=O)c4cccc(Br)c4)cc3n2)cc1 | -4.7 | -0.1 | 1.7 | -1.1
CSCCC(NC(=O)[C@@H](NC(=O)c1cccc(C)c1)C(C)C)C(=O)O (stereo partly specified) | -2.7 | -0.1 | -1.6 | -1.2
CCSc1nn2cc(-c3ccccc3Cl)nc2s1 | -1.1 | 0.1 | 30.6 | -3.5
CCN1C(=O)C(=O)c2cc(Br)ccc21 | 8.9 | -0.1 | 7.0 | -1.9
Cc1ccc(C)c(S(=O)(=O)N2CCCOC2CNC(=O)C(=O)NCCCO)c1 (stereo unspecified) | -0.2 | 0.2 | -8.5 | 0.7
O=C(CCc1ccccc1)NNC(=O)c1ccco1 | 2.2 | -0.1 | 5.1 | 0.5
CCc1ccc(NC(=O)CNS(=O)(=O)c2cccc3nonc23)cc1 | 12.8 | 0.1 | -1.8 | -1.2
CCN1CC=C2C(C#N)=C(N)C(C#N)(C#N)C(c3cc(Br)ccc3F)C2C1 (stereo unspecified) | 26.2 | -0.1 | -5.5 | -1.8
NC1=NC(=O)/C(=C\c2ccc(-c3cccc([N+](=O)[O-])c3)o2)S1 | 12.1 | 0.1 | -12.4 | -1.5
CCCCCOC(=O)NCCOC(=O)Nc1ccc(C(=O)OCC)cc1 | -0.3 | -0.2 | -3.0 | 0.3
CCN(C1CCCCC1)S(=O)(=O)c1cc(OC)c(Cl)cc1OC | -4.5 | 0.3 | 8.7 | 0.2
CC1=C(C(=O)OC(C)C)C(C)NC(=O)N1 (stereo unspecified) | 7.4 | -0.2 | -8.4 | 0.1
O=C(CN(Cc1ccccc1)S(=O)(=O)c1ccccc1)NCCc1ccccc1 | 5.2 | 0.3 | 5.4 | 0.4
NS(=O)(=O)c1cc(C(=O)OCC(=O)Nc2ccc([N+](=O)[O-])cc2)c(Cl)cc1Cl | 3.9 | 0.3 | 6.2 | 3.1
CN(C)c1ccc(-c2nnn(CC(=O)NCc3ccc4c(c3)OCO4)n2)cc1 | 17.4 | 0.0 | -2.9 | -1.0
CC(Sc1nnc(C2CC2)n1-c1ccccc1)C(N)=O (stereo unspecified) | -1.8 | 0.1 | -3.6 | 0.8
CCN1CCN(c2cc(C)c3cc(NC(=O)c4ccc5c(c4)OCO5)ccc3n2)CC1 | 0.5 | 0.0 | -4.5 | -0.8
CC(C)N(CCNc1ccnc(N2CCCC2CO)n1)C(C)C (stereo unspecified) | -7.4 | 0.0 | -8.2 | 1.1
COC(=O)CNC(=O)c1ccc([N+](=O)[O-])c(C)c1 | -10.8 | -0.1 | 1.3 | -2.0
COc1ccc(Cc2nnc(NC(=O)c3ccc([N+](=O)[O-])cc3Cl)s2)cc1 | -3.2 | -0.2 | 4.4 | -1.6
C=CCNC(=O)n1c(=O)oc2cc([N+](=O)[O-])ccc21 | -12.6 | -0.1 | 4.2 | -0.4
Clc1ccc(CSC2=NCCCN2)cc1Cl | 9.5 | 0.2 | 5.0 | -0.5
CC12CC(NC(=O)N1c1ccccc1F)c1cc([N+](=O)[O-])ccc1O2 (stereo unspecified) | 4.2 | 0.0 | -0.7 | -0.7
CCc1ccc(NS(=O)(=O)c2cc3c(cc2C)n(C)c(=O)c(=O)n3C)cc1 | 11.6 | 0.6 | 0.2 | 2.2
COc1cc(OC)cc(C(=O)NCC(=O)O)c1 | 17.9 | 0.2 | -4.4 | -0.8
CCc1cc(=O)oc2c(C)c(OCC(=O)c3ccc(F)cc3)ccc12 | -2.1 | -0.4 | 4.4 | 0.7
O=C(Nc1ccc(Cc2ccc(NC(=O)OC34CC5CC(CC(C5)C3)C4)cc2)cc1)OC12CC3CC(CC(C3)C1)C2 | -8.8 | 0.1 | 1.1 | 1.1
Nc1ncc(Br)cc1S(=O)(=O)NCc1ccc(F)cc1 | 0.5 | -0.1 | 1.2 | -0.4
CCOC(=O)c1c(C)c(C(=O)Nc2ccc(OCC)cc2)c(C)n1CC | 15.8 | 1.2 | -15.3 | -0.9
O=C(O)C(Nc1nc(C(F)(F)F)nc2ccccc12)c1ccccc1 (stereo unspecified) | -6.3 | 0.1 | -1.3 | -1.8
O=C(CCCn1c(SCc2ccccc2Cl)nc2ccsc2c1=O)NCc1ccc2c(c1)OCO2 | 5.9 | 0.4 | 2.8 | 0.3
N#CCSc1ncnc2c1cnn2-c1ccc(F)cc1 | 7.0 | 0.1 | -36.1 | -1.8
C=CCC1(O)CC(c2ccccc2)NC(c2ccccc2)C1CC (stereo unspecified) | -8.1 | 0.0 | 1.6 | 1.8
CCN(CCn1cccn1)C(=O)CC1C(=O)NCCN1C1CCCC1 (stereo unspecified) | 19.1 | 0.0 | -4.7 | -0.3
COC(=O)CC[C@H]1CN(Cc2cc(OC)ccc2OC)CC[C@H]1N1CCN(C)CC1 | -0.4 | -0.1 | 3.3 | 1.1
CCN(CP(=O)(O)CN1CCCCC1)C(C)=O | 12.8 | 0.3 | 18.6 | -0.6
O=C(c1ccccc1Cl)N1CCN(c2nc(-c3ccccc3)c3cc(Cl)ccc3n2)CC1 | 2.3 | -0.1 | -3.2 | 1.1
C=CCn1c(=O)c2c(nc3n(CCOC)c(C)cn23)n(C)c1=O | -16.4 | 0.0 | 5.0 | 0.2
O=C(CCn1c(=O)sc2ccccc21)NCCCn1ccnc1 | -4.9 | -0.2 | -12.4 | -0.2
C=C(C)COc1c(Cl)cc(C#N)cc1OC | 4.1 | -0.1 | 6.4 | 0.3
Cc1cccc(Cn2c(SCC(=O)OCc3ccccc3)nc3c2c(=O)[nH]c(=O)n3C)c1 | 8.0 | 0.1 | 1.9 | -0.7
c1ccc(CN2CCCN(Cc3ccccc3)C2c2ccc3c(c2)OCO3)cc1 | -1.6 | 0.0 | -5.6 | -1.0
O=C(NNC(=O)c1ccc([N+](=O)[O-])cc1Cl)c1cc(Cl)ccc1O | -7.2 | -0.5 | -17.9 | -0.1
O=C1Nc2c(Cl)cc(Cl)cc2C1=O | -1.8 | 0.3 | 2.2 | 1.0

Further records follow:
SMILES | MITF inh | FBW7 act | TEAD-YAP block | GPR151 activ
O=C1C2CC=CCC2C(=O)N1c1ccc(F)c([N+](=O)[O-])c1 (stereo unspecified) | 7.1 | 0.0 | 1.4 | -0.8
CC(NC(=O)CCOc1ccccc1)C1COc2ccccc2O1 (stereo unspecified) | -3.3 | -0.2 | -8.1 | -0.5
CCCCC[C@H](O)/C=C/[C@@H]1c2cc(CCCCC(=O)O)n(-c3ccccc3)c2C[C@H]1O | 3.9 | . | . | 2.1
O=C(NCC12C=CC(O1)C1C(=O)N(c3ccc([N+](=O)[O-])cc3)C(=O)C12)c1ccc(Cl)cc1Cl (stereo unspecified) | 0.0 | -0.2 | 2.3 | 1.2
C=C(C)CSc1nnc2n(N)c(=O)c3ccccc3n12 | 4.3 | 0.3 | -15.2 | 0.2
CC(=O)Nc1ccc(/C=C(\C#N)c2nc(-c3ccc([N+](=O)[O-])cc3)cs2)cc1 | 13.6 | 0.2 | -1.1 | -1.2
O=C1Nc2cc(C(=O)N3CCN(c4ccc(F)cc4)CC3)ccc2NC1CS(=O)(=O)Cc1cccc(Cl)c1 (stereo unspecified) | -14.1 | -0.1 | 19.2 | 0.0
Cc1c(C(=O)Nc2ccc(F)cc2F)sc2ncn(CC(=O)N3CCCCC3)c(=O)c12 | 6.1 | 0.0 | -5.2 | 1.5
COC(=O)C1=C(C)N(Cc2ccccc2)[C@]23O[C@](C(=O)OC)(C(=O)N2[C@@H]1c1ccccc1)[C@H]1C(=O)N(c2ccccc2)C(=O)[C@H]13 | 0.2 | -0.1 | . | -0.1
C=CCN=c1scc(-c2ccc(O)c(C(N)=O)c2)n1/N=C/c1cccc(OC)c1OC | 5.1 | 0.1 | -3.3 | -1.3
CCn1c(C=Nc2ccccc2)nc2ccccc21 | 8.9 | 0.0 | -2.6 | 0.0
COCCCNc1oc(-c2ccccc2Cl)nc1C#N | -12.7 | 0.0 | -13.9 | -0.3
CC(=O)Nc1ccc(S(=O)(=O)Oc2cccc(C=O)c2)cc1 | -5.8 | -0.2 | 4.2 | 0.4
Cc1ccc(NC(=O)c2cc(NC(=O)/C=C\C(=O)O)ccc2N2CCOCC2)cc1 | 5.5 | -0.2 | 6.7 | 0.0
COc1ccccc1NC(=O)N(Cc1nnc2n1CCCCC2)c1ccc(F)cc1 | 10.4 | 0.1 | -7.2 | -0.7
CCOC(=O)c1c(N2C(N)=C(C#N)C(c3ccc([N+](=O)[O-])cc3)C3=C2CCCC3=O)sc2c1CCCC2 (stereo unspecified) | -1.4 | 0.1 | -0.4 | -0.7
Cc1ccc(S(=O)(=O)N2CCOC23CCN(C(=O)/C=C/c2cccs2)CC3)cc1 | 5.3 | 0.3 | 15.8 | 2.1
CCN1CCN(CCOCCOc2cccc(Oc3ccccc3)c2)CC1 | 78.9* | -0.3 | -0.7 | 0.2
O=C(CN1C(=O)C2CCCCC2C1=O)Nc1ccccc1-c1nc2ccccc2[nH]1 (stereo unspecified) | 6.2 | 0.2 | -2.9 | 1.6
CCCOc1c(Cl)cc(CNCCN(C)C)cc1OC | 4.0 | -0.2 | 5.2 | -0.2
Cc1sc2ncnc(-n3ncc(C#N)c3N)c2c1-c1ccccc1 | 14.6 | 0.0 | 1.9 | 0.4
COc1ccccc1/C=C/C1N(Cc2ccccc2)CCN1Cc1ccccc1 | 5.9 | -0.1 | 4.3 | 1.3
Cc1ccc(N(CC(=O)O)S(=O)(=O)c2c(C)[nH]c(=O)[nH]c2=O)cc1 | -1.9 | 0.0 | 0.4 | 1.7
COc1ccc(CCNc2nc(OC)nc(-c3c(C)noc3C)n2)cc1 | -2.8 | -0.2 | -5.9 | -1.9
COc1ccc(NC(=O)C2=C(C)NC(=S)NC2c2cccc(OC)c2OC)c(OC)c1 (stereo unspecified) | 0.4 | 0.1 | -5.3 | 1.1
O=C1CSC(c2ccc(Br)cc2)N1c1ccccc1F (stereo unspecified) | -1.7 | -0.2 | 11.6 | 0.3
Brc1ccc(-c2cnc3ccccc3n2)cc1 | 3.1 | 0.0 | -40.2 | -0.3
CC1(C)CC(=O)C=C(N2CCN(c3ccccc3F)CC2)C1 | 1.1 | -0.1 | 0.0 | 1.4
CCCC(O)(CCC)C(=O)NN(C(=O)OC)c1ccccc1 | 0.0 | 0.2 | -6.1 | 2.1
CC(NC(=O)Cn1cnc2sc3c(c2c1=O)CCCC3)c1ccccc1 (stereo unspecified) | 7.9 | 0.0 | 9.0 | -1.6

Taken from the results shown for reference:
SMILES | MITF inh | FBW7 act | TEAD-YAP block | GPR151 activ
O=C1Nc2cc(C(=O)N3CCN(c4ccc(F)cc4)CC3)ccc2NC1CS(=O)(=O)Cc1cccc(Cl)c1 (stereo unspecified) | -14.1 | -0.1 | 19.2 | 0.0
Cc1c(C(=O)Nc2ccc(F)cc2F)sc2ncn(CC(=O)N3CCCCC3)c(=O)c12 | 6.1 | 0.0 | -5.2 | 1.5
COC(=O)C1=C(C)N(Cc2ccccc2)[C@]23O[C@](C(=O)OC)(C(=O)N2[C@@H]1c1ccccc1)[C@H]1C(=O)N(c2ccccc2)C(=O)[C@H]13 | 0.2 | -0.1 | . | -0.1
